15-hLO-2 inh: qHTS Assay for Inhibitors of 15-hLO-2 (15-human lipoxygenase 2) | purified 15hLO-2, xylenol orange hydroperoxide absorbance | Polyunsaturated fatty acid lipoxygenase ALOX15B (Homo sapiens), O15296 | Potency, µM (doses to about 57.1 µM), for inactives: at the highest dose activity change, negative = inhibition, usual class: inhibitors | 0.56% of 110,000 active; note: potency is the fitted concentration of half-maximal effect; nearly all actives have a fitted effect of over 60% in size; many of its hits are not listed in these tables
Target sequence (O15296 whole entry, looked up): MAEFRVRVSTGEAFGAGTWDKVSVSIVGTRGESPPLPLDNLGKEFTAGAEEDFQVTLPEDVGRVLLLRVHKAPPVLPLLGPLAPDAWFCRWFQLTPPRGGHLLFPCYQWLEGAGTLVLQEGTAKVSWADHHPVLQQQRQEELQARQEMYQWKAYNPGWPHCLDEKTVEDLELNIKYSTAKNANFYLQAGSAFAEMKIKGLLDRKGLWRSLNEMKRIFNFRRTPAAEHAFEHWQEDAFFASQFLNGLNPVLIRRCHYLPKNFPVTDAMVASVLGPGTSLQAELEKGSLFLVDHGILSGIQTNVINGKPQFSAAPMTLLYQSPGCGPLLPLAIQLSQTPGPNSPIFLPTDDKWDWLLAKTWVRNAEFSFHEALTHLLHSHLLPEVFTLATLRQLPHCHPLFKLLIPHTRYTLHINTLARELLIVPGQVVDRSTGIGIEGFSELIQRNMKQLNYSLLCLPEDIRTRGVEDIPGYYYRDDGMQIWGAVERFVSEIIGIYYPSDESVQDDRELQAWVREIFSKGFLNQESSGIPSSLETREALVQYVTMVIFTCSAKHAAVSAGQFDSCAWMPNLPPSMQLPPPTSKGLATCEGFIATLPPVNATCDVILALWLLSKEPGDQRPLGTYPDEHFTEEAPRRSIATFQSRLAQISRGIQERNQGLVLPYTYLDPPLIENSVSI
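Enzyme 50 nM, AA 45 uM, 25 mM Hepes pH 7.5 + 0.01% Triton X-100; cpd preinc 15 min RT, rxn 90 min RT; stop/detect with 200 uM XO + 300 uM Fe(II) in 50 mM H2SO4, 30 min; A573/A405.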
IMPase cell inh: qHTS Assay for Identifying the Cell-Membrane Permeable IMPase Inhibitors; 120,000 tested, under 10 active; Inositol monophosphatase 1 (Rattus norvegicus), P97697; inhibition (IP1 accumulation), % at 46.1 µM; CHO-M1 cells, IP1 accumulation, HTRF TR-FRET ratio; active = well fitted curve in the direction sought with a large enough effect in the signal ratio, not every such curve was filed as active; inconclusive = small, poorly fitted or top-dose-only effect, or a change in a side signal; inactive = no such curve, though single readings can be large or run the other way; the % refers to the signal ratio;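 note: cells stimulated with carbachol in lithium chloride buffer; plate controls were DMSO basal wells for no effect and reference inhibitor wells for full effect; higher means more IMPase inhibition seen as more IP1 and lower FRET ratio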
Target sequence (P97697 whole entry, looked up): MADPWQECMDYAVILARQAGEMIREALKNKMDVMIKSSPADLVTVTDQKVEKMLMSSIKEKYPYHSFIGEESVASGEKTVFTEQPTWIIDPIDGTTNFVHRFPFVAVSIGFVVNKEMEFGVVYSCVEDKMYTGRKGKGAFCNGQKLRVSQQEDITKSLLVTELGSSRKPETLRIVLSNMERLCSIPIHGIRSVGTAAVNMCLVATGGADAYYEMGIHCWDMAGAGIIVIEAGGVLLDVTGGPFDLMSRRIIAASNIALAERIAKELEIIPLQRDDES
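Measured: the HTRF emission ratio (665/620 nm) plus the 620 nm donor channel, each fitted to the Hill equation to give AC50. Cells were CHO-M1 given compounds up to 46 uM and a 30 min carbachol stimulation at 37C.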
12-hLO inh: qHTS Assay for Inhibitors of 12-hLO (12-human lipoxygenase); Potency, µM (series often up to 57.1 µM), without a hit: at the highest dose activity change, negative = inhibition, most hits filed as inhibitors; 0.12% of 150,000 active; Polyunsaturated fatty acid lipoxygenase ALOX12 (Homo sapiens), P18054; purified 12-hLO, xylenol orange hydroperoxide absorbance; note: potency is the fitted concentration of half-maximal effect; nearly all actives have a fitted effect of over 55% in size; many of its hits are not listed in these tables
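Xylenol orange chromogenic assay: hydroperoxide from 12hLO oxidises Fe(II), giving red-shifted Fe(III)-XO absorbance. Conditions: 150 nM enzyme, 40 uM arachidonic acid, 25 mM Hepes pH 7.0, 0.01% Triton X-100, 30 min, room temperature.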
PNC assembly inh: High Content Assay for Compounds that inhibit the Assembly of the Perinucleolar Compartment. 3.1% of 140,000 active. PC3M PTB-GFP, PNC prevalence imaging, 16 h; hits give low values. AID 2417, 2010. activity change (PNC), negative = inhibition, % at 10 µM;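 active = readout at or below -70, meaning at least 70% loss of cells showing the perinucleolar compartment, a nuclear body marking cancer cells; inconclusive = readout between -30 and a set limit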;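 note: plate controls were DMSO wells for no effect and camptothecin positive control wells for full effect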
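PC3M cells stably expressing PTB-GFP, 750–1000 cells/well, treated 16 h at 37 °C with compound (23 nl of library stock), in duplicate. After paraformaldehyde fixation and Hoechst stain, imaged at 20x; PNC prevalence scored by image analysis.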
* = called active by the depositor; u = inconclusive; x = no result given; [ ] = dose if it differs, or a comment. Unless noted, calls come from the whole dose curve; as a rule, active = well fitted curve in the direction sought with a large enough effect; inconclusive = small, poorly fitted or top-dose-only effect, or another doubt; inactive = no such curve, though single readings can be large; an effect the other way counts as inactive or inconclusive. Unless noted, % is set by controls: 0 for no effect and ±100 for the full control effect. An excerpt, so the mix of outcomes need not match the whole.

Structure | IMPase cell inh | 12-hLO inh | 15-hLO-2 inh | PNC assembly inh
CCOc1ccc(CCNC(=O)c2oc3c(c2C)-c2[nH]ncc2CC3)cc1OCC | 4 | -4% | x | -14
CC1=C(C#N)C(c2cn(-c3ccccc3)nc2-c2cccs2)C(C#N)=C(C)N1 | 5 | -27% | -6% | -95*
CC1(C)Cc2c(sc(NC(=O)c3ccco3)c2C#N)C(C)(C)N1 | -1 | 7% | -2% | -8
CC(C)(C)C1CCc2c(sc(NC(=O)c3ccncc3)c2C(N)=O)C1 (stereo not given) | x | 1% | x | u
CCOC(=O)C1=C(N2CCCCC2)c2cc3c(n2C1=O)CCCC3 | 10 | -8% | -15% | 15
COCCCNC(=O)CCc1ccc(S(=O)(=O)Nc2ccc(C)cc2)cc1 | -6 | 17% | -4% | -2
CCOc1ccc2[nH]c(=O)c(CN(Cc3ccc(C)cc3)C(=O)N3CCCC3)cc2c1 | -5 | -1% | -3% | 8
O=C(NCc1cccnc1)c1cccnc1Sc1ccc(Cl)cc1 | 2 | -1% | x | 75
Cc1ccccc1Cn1ccc(-c2ccc(Cl)cc2)c(C#N)c1=O | 7[1.84 µM] | 4% | 3%[11.4 µM] | u
COc1cc(C(=O)NCc2nnc(SCC(=O)N3CCCCC3)o2)cc(OC)c1OC | 6 | 1% | -10% | 9
CC(C)(C)c1ccc(NC(=O)COC(=O)CCc2nc3ccccc3c(=O)[nH]2)cc1 | x | 2% | x | -24
Cc1nc2c3ccccc3nc(NNC(=O)CCC(=O)NCCC(C)C)n2n1 | 5 | 3% | x | -3
COC(=O)c1ccccc1OCC(=O)N1CCN(c2ccc(OC)cc2)CC1 | -3 | 4% | 2% | 6
C(=N\N1CCN(C2c3ccccc3-c3ccccc32)CC1)/c1cccnc1 | 8 | -7% | 9% | 75
Cc1ccc(C(=O)NN2C(=O)C3C4c5ccccc5C(c5ccccc54)C3C2=O)cc1 (stereo not given) | -5 | 3% | x | 79
CCCCn1c(SCC(=O)NCc2ccco2)nc2c1c(=O)n(C)c(=O)n2C | -4 | 1% | x | -18
O=c1c2ccccc2ncn1C1CCCCC1 | 7 | -4% | -5% | -13
CON(C)c1nc(OCC#N)nc(N(C)C)n1 | -4 | -2% | x | u
CN1C(=O)/C(=C/c2ccccc2OCc2ccccc2F)NC1=S | 16 | -9% | -6% | u
CC(C)N1C(=O)CN(C2CCCCCC2)C(=O)C1c1ccccc1F (stereo not given) | -1 | -5% | -5% | -10
Cc1ccc(C(=O)O/N=C/c2ccc3c(c2)OCO3)cc1 | x | 2% | x | u
COc1ccc([N+](=O)[O-])cc1/C=N/NC(=O)/C(=C\c1cccs1)NC(=O)c1ccccc1 | -8 | -1% | -5% | 52
Cc1cc(-c2n[nH]c(=S)n2-c2ccccc2C)cs1 | x | u | x | -27
CNC(=O)c1c(C)nc(SCC(=O)NCc2ccc(OC)cc2)c(C#N)c1-c1ccco1 | 5 | -6% | -5% | 20
O=C(c1cnccn1)N1CCC2(CCCN(c3ncccn3)C2)CC1 | x | 0% | 5% | x
O=S(=O)(c1ccc2c(c1)C(=NO)c1cc(S(=O)(=O)N3CCCCC3)ccc1-2)N1CCCCC1 | 1 | -2% | -12% | 2
COc1ccc(NC(=S)NCCCN2CCN(C3CCCCC3)CC2)cc1 | x | -1% | x | -24
CC1CCN(S(=O)(=O)c2ccc3c(c2)CCN3C(=O)CCC(=O)O)CC1 | 1 | 5% | 4% | 19
C=CCn1c(SCCOc2ccccc2)nnc1C(C)NC(=O)c1ccccc1 (stereo not given) | -2 | 1% | 4% | 30
CCOc1ccc2nc(/N=C/c3nc(-c4ccccc4)oc3O)sc2c1 | x | -4% | x | 64
CN(c1ccc(C(=O)N2CCCCC2)cc1)S(C)(=O)=O | 4 | -1% | -1% | -29
Cc1cc([N+](=O)[O-])nn1CCCC(=O)Nc1sc2c(c1C(N)=O)CCCC2 | -4 | 1% | x | -3
O=C(NC(=S)NC1CCSC1=O)c1ccccc1Cl (stereo not given) | 3 | 3% | -3% | 36
CC(C)CC(=O)NC(=S)Nc1ccc(S(=O)(=O)N2CCN(C)CC2)cc1 | x | 0% | x | u
CCN(CC)C(=O)CSc1nnc(-c2ccccc2)n1-c1ccccc1 | -9 | 0% | -4% | 14
C=CCNC(=O)c1ccccc1NS(=O)(=O)c1ccccc1 | 4 | -2% | 4% | 26
O=C(NC1=NCCS1)c1cccc(S(=O)(=O)N2CCCCC2)c1 | 6 | -6% | -5% | u
O=C(Nc1ncc(S(=O)(=O)c2ccc([N+](=O)[O-])cc2)s1)c1ccc2ccccc2c1 | x | 0% | x | 7
Cc1cccc(N(CC(=O)Nc2ccc(F)cc2)S(C)(=O)=O)c1 | 1 | -4% | -7% | 37
COc1ccc(OC)c(S(=O)(=O)Nc2cccc(C(C)=O)c2)c1 | 4 | 1% | -4% | 9
Cc1nn(C)c(C)c1S(=O)(=O)N(CC(=O)N1CCc2ccccc2C1)c1ccc(C(C)C)cc1 | 6 | -10% | 12% | 32
O=C(N/C=N/OCc1ccc(Cl)cc1Cl)NOCc1ncc(C(F)(F)F)cc1Cl | -2 | -6% | -2% | -14
O=C(N/N=C/c1ccc(F)cc1)c1ccc(Br)cc1 | 6 | -1% | 4% | -7
CCOC(=O)/C=c1\s/c(=C\c2ccccc2C)c(=O)n1CC(=O)NCc1ccc2c(c1)OCO2 | x | 4% | x | -19
OC(COc1ccc(OCC(O)CN2CCCCCC2)cc1)CN1CCCCCC1 (stereo not given) | 2 | 5% | 40%[activator] | 67

Structures listed above shown as hits in PNC assembly inh.
Structure | IMPase cell inh | 12-hLO inh | 15-hLO-2 inh | PNC assembly inh
CC1=C(C#N)C(c2cn(-c3ccccc3)nc2-c2cccs2)C(C#N)=C(C)N1 | 5 | -27% | -6% | -95*

Additional results follow:
Structure | IMPase cell inh | 12-hLO inh | 15-hLO-2 inh | PNC assembly inh
O=C(CN1C(=O)NC(Cc2c[nH]c3ccccc23)C1=O)Nc1cccc(S(=O)(=O)N2CCCCCC2)c1 (stereo not given) | x | -2% | x | 14
COCCNCC(=O)NCC12CC3CC(CC(C3)C1)C2 | 0 | 2% | 16% | -22
FCCCOc1ccc(/C=N/OCc2ccc(Cl)cc2)cc1 | 4 | 0% | -5% | 51
O=C(NCc1ccc2c(c1)OCO2)C1CCCN(S(=O)(=O)c2cccc3cccnc23)C1 (stereo not given) | 3 | -7% | 2% | -15
CCOC(=O)c1c(-c2ccc(F)cc2)cn2ccccc12 | 3 | -4% | 0% | -28
CCOc1ccc(-n2c(-c3ccco3)n[nH]c2=S)cc1 | -9 | -28% | u | -9
O=C(O)/C(=C/c1cccnc1)NC(=O)c1ccccc1 | x | 4% | x | 3
CS(=O)(=O)N1CCN(C(=O)c2csc3ccccc23)CC1 | -1 | 5% | -2% | 36
CCOC(=O)c1cc(-c2ccc(N3CCOCC3)cc2)nn1-c1ccccc1 | 7 | 0% | x | u
C=CCc1c(C)nc(-c2ccccc2)nc1Nc1ccc(O)cc1 | x | 0% | x | -13
COc1ccc(CCn2c(N)c(C#N)c3nc4ccccc4nc32)cc1OC | -4 | -13% | u | 16
CN1CCN(S(=O)(=O)c2cccc(C(=O)Nc3sc4c(c3C(N)=O)CCCC4)c2)CC1 | 1 | -8% | 10% | -4
CCCS(=O)(=O)N1CCN(C(=O)c2cccc(OC)c2)CC1 | -8 | 5% | 0% | -4
CC12CCCc3c(O)cc(=O)n(c31)-c1ccccc12 (stereo not given) | x | 0% | x | -8
Cc1ccc(NC(=O)CCN2CCc3ccccc3C2)cc1 | 4 | 2% | 12% | 4
CCCn1nnc(NC(=O)COc2ccccc2Cl)n1 | 12 | 0% | 0% | 34
CC(OC(=O)c1ccc(F)cc1)C(=O)Nc1nc(-c2cccc([N+](=O)[O-])c2)cs1 (stereo not given) | -7 | -2% | x | 31
O=C1NC(c2ccc(Br)cc2)=N/C1=C/c1ccco1 | 9 | -7% | x | 40
CN(C)c1ccnc2sc3c(=O)n(-c4ccccc4)cnc3c12 | 22 | -3% | -3% | -27
OC[C@@H]1O[C@@H](n2cnc3c(N[C@@H]4C[C@@H]5CC[C@H]4C5)ncnc32)[C@@H](O)[C@H]1O | 3 | -5% | 3% | x
O=C1CC(c2ccccc2)CC(=O)C1Sc1ccc(Cl)cc1 (stereo not given) | x | -3% | x | -1
COc1ccc(CCC(=O)NCCCNC(=O)CCc2ccc(OC)cc2)cc1 | x | 0% | x | 12
CCn1c(SCc2ccc(C#N)cc2)nnc1-c1cccc(Cl)c1 | 8 | -7% | 0% | -12
NC(=S)Nc1nc2ccccc2[nH]c1=O | 9 | -2% | -21% | 13
CCn1cc(C(=O)Nc2ccccc2C(=O)OC)c(=O)c2ccc(C)nc21 | 4 | u | 3% | 3
Cc1cc(C)c(C(=O)c2ccc(C(=O)NC(C)(C)C)cc2)c(C)c1 | 0 | -4% | 1% | -9
O=C(CC1CCCCC1)Nc1c2c(nn1-c1ccc(F)cc1)CS(=O)(=O)C2 | -1 | 0% | -3% | -8
O=C(NCc1ccccc1)C1CCN(C(=O)NCc2ccccc2)CC1 | -5 | -2% | -6% | u
CCc1ccc(C(=O)/C=C2\Sc3ccccc3NC2=O)cc1 | x | 0% | x | 20
CCC(=O)N1CCc2cc(S(=O)(=O)CCC(=O)NCCc3ccc(OC)c(OC)c3)ccc21 | 3 | 0% | 0% | u
CCN(CC)S(=O)(=O)c1cccc(S(=O)(=O)c2cccc(S(=O)(=O)N(CC)CC)c2)c1 | 17 | -1% | -5% | -4
O=c1ccn(-c2cccc(C(F)(F)F)c2)nc1-c1ccn(-c2ccccc2)n1 | 0 | -7% | 0% | -6
COc1ccc(CC(=O)N2CCC(Nc3nc4ccccc4n3Cc3ccc(F)cc3)CC2)cc1 | 10 | -6% | x | -25
CCOC(=O)C(C)Sc1nc2c(cnn2-c2ccc(C)cc2)c(=O)[nH]1 (stereo not given) | 10 | 0% | x | -26
Cc1cc2c(c(SCC(=O)N(C)c3ccccc3)n1)C(=O)OC2 | u | 0% | x | 33
CCc1cccc(CC)c1NC(=O)COC(=O)c1ccccc1-c1nc2ccccc2s1 | 8 | 3% | x | 39
COc1ccc(CCNC(=O)C(=O)Nc2nccs2)cc1OC | 7 | 2% | 3% | -17
COc1ccccc1C1=NOC(COC(=O)c2ccc3ccccc3n2)C1 (stereo not given) | 2 | 3% | 0% | -22
CCCCNC(=O)Cn1c(=O)oc2cc(S(=O)(=O)N3CC(C)CC(C)C3)ccc21 (stereo not given) | 3 | -6% | 7% | 30
O=C(Cc1ccc(-n2c(=O)[nH]c3ccccc3c2=O)cc1)N1CCN(c2cccc(Cl)c2)CC1 | 5 | -7% | x | -3
Cc1ccccc1CNC1CCCCC1 | x | -2% | x | u
Cc1ccc(S(=O)(=O)Cc2cccc(C(=O)N3CCOCC3)c2)cc1 | 6 | -2% | 7%[2.29 µM] | 18
Cc1cccnc1NC1OC(=O)c2ccccc21 (stereo not given) | 4 | 0% | -3% | -11
CN1C(=O)/C(=C2\SC(=S)N(CC3CCCO3)C2=O)c2ccccc21 (stereo not given) | 11 | -1% | 12% | -27
CCOCCCNC(=O)CCNC(=O)c1cc(OC)c(OC)c(OC)c1 | 5 | -2% | 3% | 10
COc1ccc(C(=O)CC(=O)O)c2c1C=CC(C)(C)O2 | -5 | -3% | 2% | -8
O=[N+]([O-])c1ccc2c(c1)S(=O)c1ccccc1-2 (stereo not given) | x | 6%[11.4 µM] | -5%[11.4 µM] | x

Compound activity (PubChem)
